# GAA inhib: blocks human lysosomal alpha-glucosidase; P10253; purified human GAA, 4-MU-alpha-glucoside fluorescence; Potency, µM (highest dose often 76.9 µM), without a hit: at the highest dose activity change, negative = inhibition, hits mostly inhibitors; actives 0.005% (n = 200,000);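 further: plate controls were uninhibited enzyme wells for no effect and no-enzyme background for full effect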
#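 qHTS format, compound range up to 77 uM. Human lysosomal enzyme at 4 nM, 400 uM 4-MU glucoside substrate, pH 5.0, 20 min room temperature; fluorescence after alkaline stop gives activity normalized to controls.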
# TRb-SRC2 inh: inhibitors of human thyroid hormone receptor beta-SRC2 interaction. AID 1469. Potency, µM (highest dose often 106 µM), inactives show at the top dose activity change, negative = inhibition, hits mostly inhibitors. TRbeta-SRC2 peptide binding, fluorescence polarization; receptor liganded with 1 µM T3. actives 0.065% (n = 280,000);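 further: plate controls were bound peptide for no effect and peptide without receptor for full effect; nearly all actives have a fitted effect of over 50% in size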
#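 Polarization signal, normalized between peptide-alone and full complex controls, measured compound effects on T3-liganded human TRb LBD (0.6 uM) binding 20 nM Texas Red SRC2 peptide after 5 hr.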
# L3MBTL1 inh: L3MBTL1 (human) inhibition | Q9Y468 | AlphaScreen L3MBTL1–H3K9me1 peptide binding | Potency, µM (series often up to 57.1 µM), inactives show at the top dose activity, negative = inhibition, usual class: inhibitors | actives 0.66% (n = 230,000); further: nearly all actives have a fitted effect of over 60% in size
#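 AlphaScreen proximity signal between nickel-chelate acceptor and streptavidin donor beads (final 10 ug/mL) reports binding of 50 nM L3MBTL1 to 75 nM biotin-H3 K9me1 peptide; complex incubated with compounds 30 min at room temperature; cefsulodin titration as control.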
# GoLoco inh red: inhibitors of human Gai1-RGS12 GoLoco interaction (red fluorophore). P63096. Gai1:RGS12 GoLoco peptide FP, rhodamine, 10 min. Potency, µM (doses to about 61.6 µM), for inactives: at the top dose activity, negative = inhibition, actives largely listed as inhibitors. actives 0.44% (n = 230,000); active means well fitted inhibition curve with a large enough effect, not every such curve was filed as active; inactive means no such curve, though single readings can be large or run the other way; further: nearly all actives have a fitted effect of over 30% in size; many of its hits are not listed in these tables
# Target sequence (P63096 whole entry, looked up): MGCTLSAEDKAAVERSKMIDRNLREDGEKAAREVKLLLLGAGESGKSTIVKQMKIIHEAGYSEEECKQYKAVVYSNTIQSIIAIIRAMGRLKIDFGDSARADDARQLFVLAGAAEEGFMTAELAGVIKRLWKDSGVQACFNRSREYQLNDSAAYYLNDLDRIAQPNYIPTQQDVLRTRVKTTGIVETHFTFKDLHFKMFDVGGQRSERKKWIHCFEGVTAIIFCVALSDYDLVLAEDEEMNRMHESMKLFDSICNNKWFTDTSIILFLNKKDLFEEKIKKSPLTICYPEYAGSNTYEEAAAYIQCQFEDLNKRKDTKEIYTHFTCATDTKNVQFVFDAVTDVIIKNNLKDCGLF
# GAA glycogen: inhibitors or activators of human alpha-glucosidase glycogen cleavage; P10253; recombinant GAA, glycogen substrate, Amplex Red glucose oxidase fluorescence; Potency, µM (series often up to 76.4 µM), for the others: top-dose activity change, negative = inhibition, usual class: inhibitors; actives 0.38% (n = 300,000); AID 2100;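 further: 0% = full enzyme reaction and -100% = no-enzyme basal signal; the screen sought inhibitors and activators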
#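 Recombinant human alpha-glucosidase (4 nM final) hydrolysed bovine liver glycogen (30 ug) for 40 min at 37 C in pH 5.0 citrate/phosphate with 0.01% Tween-20. Released glucose detected by glucose oxidase/Amplex Red, Ex 573/Em 610 nm. Compounds up to 77 uM; AC50 from Hill fits.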
# TR SRC2 fluor cs: alters Texas Red total fluorescence, flagging assay interference; TRb/SRC2 Texas Red total fluorescence interference; Potency, µM (series often up to 106 µM), inactives show at the top dose fluorescence change, negative = quenching; actives 0.29% (n = 280,000); AID 1479; active means well fitted curve in either direction with a large enough effect; inconclusive means small, poorly fitted or top-dose-only effect
#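 Flags fluorescent or light-absorbing compounds by total fluorescence, S + 2P, at 555 nm excitation and 632 nm emission. Mixture: 20 nM Texas Red SRC2 peptide, 0.6 uM human TRb LBD, 1 uM T3, 5% DMSO; compound exposure 5 h at ambient temperature.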
# aGlu spleen mod: lysosomal alpha-glucosidase (human) modulation; AID 2112; P10253; human spleen homogenate, 4-MU-alpha-glucoside fluorescence; actives 0.006% (n = 240,000); Potency, µM (series often up to 79.9 µM), inactives show top-dose activity change, negative = inhibition, most hits filed as inhibitors;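 further: 0% = enzyme with vehicle and -100% = no enzyme basal signal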
#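 Enzyme source: human spleen homogenate, 1 ug/well. Buffer 50 mM citric acid/K phosphate pH 5.0, 0.01% Tween-20. 4-MU-alpha-glucoside 1 mM; 37 C x 40 min; NaOH/glycine stop; fluorescence.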
# RECQ1 helicase: RECQ1 (human) helicase inhibition | actives 0.54% (n = 240,000) | Potency, µM (doses to about 57.3 µM), for inactives: at the top dose activity, negative = inhibition, actives largely listed as inhibitors | AID 2549 | P46063 | RECQ1 DNA unwinding, red fluorescence kinetic read;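 further: plate controls were vehicle for no effect and no enzyme for full effect; nearly all actives have a fitted effect of over 30% in size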
# Target sequence (P46063 whole entry, looked up): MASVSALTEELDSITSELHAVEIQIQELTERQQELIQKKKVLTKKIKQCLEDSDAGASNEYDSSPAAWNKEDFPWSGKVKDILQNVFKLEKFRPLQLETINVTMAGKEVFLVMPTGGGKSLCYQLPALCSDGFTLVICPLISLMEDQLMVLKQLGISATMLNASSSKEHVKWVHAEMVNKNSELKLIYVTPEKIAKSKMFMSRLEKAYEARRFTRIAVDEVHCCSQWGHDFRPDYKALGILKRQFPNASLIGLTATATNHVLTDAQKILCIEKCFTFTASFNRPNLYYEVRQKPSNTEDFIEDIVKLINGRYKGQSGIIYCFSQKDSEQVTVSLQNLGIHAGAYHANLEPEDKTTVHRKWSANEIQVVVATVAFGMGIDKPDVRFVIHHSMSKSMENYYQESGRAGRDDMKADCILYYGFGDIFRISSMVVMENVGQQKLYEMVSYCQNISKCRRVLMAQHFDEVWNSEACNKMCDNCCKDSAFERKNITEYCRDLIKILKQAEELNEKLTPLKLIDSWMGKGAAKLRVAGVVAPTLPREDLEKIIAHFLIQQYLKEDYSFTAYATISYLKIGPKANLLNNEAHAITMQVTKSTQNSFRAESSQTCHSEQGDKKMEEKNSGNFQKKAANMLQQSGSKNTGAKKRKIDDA
#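 RECQ1T1 50 nM; forked duplex (20 bp + 30-nt ss tails) 200 nM, ATP 2 mM final; pH 8.0, 2 mM MgCl2, 2.5 ug/ml poly(dI-dC); 15 min compound preincubation; discontinuous kinetic read over 2 h at RT.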
# An asterisk follows results filed as active; i = inactive; ? = inconclusive; nt = not tested or not shown; [ ] = remark or other dose. Unless noted, the call rests on the fitted dose curve; in most records, active means well fitted curve in the direction sought with a large enough effect; inconclusive means small, poorly fitted or top-dose-only effect, or another doubt; inactive means no such curve, though single readings can be large; an effect the other way counts as inactive or inconclusive. Unless noted, on the % scale 0 is the no-effect control and ±100 the full control effect; potency means the concentration at half of the fitted maximal effect. These rows are one share of the data (hit frequency here may not be typical).
Structure | GAA inhib | TRb-SRC2 inh | L3MBTL1 inh | GoLoco inh red | GAA glycogen | TR SRC2 fluor cs | aGlu spleen mod | RECQ1 helicase
N/C(Cc1ccc([N+](=O)[O-])cc1)=N\OC(=O)Cc1ccccc1 | 0.6% | 0.5% | -7.7% | 7.3% | -2.2% | -0.5% | -6.2% | -1.5%
COC(=O)C1=NN[C@H](C(=O)OC(C)(C)C)[C@H]1c1ccccc1 | -13.3% | 5.0% | -4.5% | 6.8% | -8.3% | 3.2% | 10.6% | ?
O=C(Nc1ccc2oc(-c3ccccc3)nc2c1)c1cc(-n2cnnc2)ccc1Cl | -2.9% | -5.0% | 0.9% | 3.1% | -16.1% | -1.3% | 3.9% | -27.1%
CCC(=O)N1CCN(c2ccc(NC(=O)c3ccccc3)cc2)CC1 | 8.6% | 6.9% | 3.6% | 12.1% | 8.3% | -0.1% | -7.2% | i
Cc1ccccc1CSc1nnc(NC(=O)Cc2cccs2)s1 | 2.4% | 12.8% | ? | 34.9%[activator] | -0.3% | -4.0% | -3.3% | 39.8µM*
CCOC(=O)C1CCCN(Cc2cccs2)C1 (stereo unspecified) | 3.1% | 0.9% | nt | 6.3% | -11.0% | -0.7% | -3.4% | -4.5%
O=C1CCC(C(=O)OCc2cc(Cl)ccc2OC(F)F)N1 (stereo unspecified) | -2.3% | 5.7% | -2.2% | 8.5% | 0.5% | 1.0% | 0.9% | -2.2%
O=C(NC(=S)N1CCN(c2ccc([N+](=O)[O-])cc2Cl)CC1)c1ccco1 | -4.8% | 5.4% | 14.6% | 16.8% | -8.5% | -0.8% | -3.3% | -2.1%
CCn1c(C)cc(C=C2C(=O)c3ccccc3C2=O)c1C | -14.6% | 2.1% | -12.4% | 12.4% | -13.8% | -6.4% | -1.3% | i
Brc1ccc(C2NCCS2)cc1 (stereo unspecified) | 3.3% | 1.9% | nt | 5.6% | 2.8% | -0.8% | -1.1% | i
CCOC(=O)c1nc(NCc2ccccc2)c2ccccc2n1 | -3.6% | -4.3% | nt | 8.4% | 0.6% | -2.7% | 0.2% | -14.2%
CCS(=O)(=O)c1nc(S(=O)(=O)c2ccc(Cl)cc2)c(NCCOC)s1 | 5.5% | -6.8% | nt | -12.3% | -0.2% | -6.5% | 3.0% | -11.9%
CC1CCCC(C)N1C(=O)CSc1nnnn1-c1cccc2c1CCCC2 (stereo unspecified) | -7.2% | 3.5% | -7.4% | -5.8% | 4.2% | 1.0% | -6.5% | -5.7%
COc1ccc(NC(=S)Nc2ccccc2Cl)cn1 | 0.1% | 9.7% | 1.6% | 4.5% | -9.5% | 2.9% | 7.8% | i
Cc1c(Cl)cccc1NC(=O)CC1SC(=NCC2CCCO2)NC1=O (stereo unspecified) | 1.0% | 6.6% | 2.0% | -1.2% | -1.1% | -2.8% | 3.4% | -5.7%
CC(C)(C)c1ccc2c(c1)C(=O)c1ccccc1C2=O | -5.0% | -1.6% | ? | nt | 9.7% | -5.9% | -4.6% | -0.7%
Cc1cc(-c2nc3ncccc3o2)ccc1NC(=O)CC(C)C | 2.9% | -5.6% | 0.9% | -16.1% | 8.3% | -2.4% | 0.0% | -2.3%
CCOc1ccc(C(=O)NC2CCN(C(=S)Nc3ccccc3C)CC2)cc1 | 5.3% | -4.7% | 3.3% | 12.5% | 6.8% | -0.8% | 1.6% | -5.3%
Cc1cc(C)c(S(=O)(=O)NCc2ccc3c(c2)cc(C)n3C)c(C)c1 | ? | -21.7% | -9.6% | -5.7% | -5.2% | 18.1% | 3.4% | ?
Cc1ccccc1N1C(=O)CC(c2c[nH]c3ccccc23)C1=O (stereo unspecified) | 4.5% | -6.4% | nt | 9.6% | 1.6% | -5.0% | -4.1% | -2.2%
O=C1c2ccccc2C(Nc2ccc3nc(-c4cccnc4)[nH]c3c2)N1Cc1ccco1 (stereo unspecified) | -1.1% | 12.6% | 48.5%[activator] | 3.3% | -7.0% | -4.0% | -12.2% | -3.5%
Cc1cc(=O)[nH]n(CCO)c1=O | 4.5% | 6.4% | -3.5% | -1.2% | 6.4% | -0.7% | 1.3% | 2.6%
O=C(O)CCn1nnc2ccccc21 | -3.1%[15.4 µM] | -0.1% | 13.5% | 2.9% | 1.0% | -2.2% | -2.3% | -7.1%
CC(=O)Nc1cccc(NC(=O)Nc2cccc(Cl)c2C)c1 | 9.2% | 3.2% | 1.8% | 5.9% | -7.4% | -1.6% | 3.1% | -4.1%
COc1cccc(C(=O)NCCSc2ccc(Br)cc2)c1 | -5.4% | 0.9% | ? | 8.0% | 0.1% | 1.7% | -3.0% | -20.6%
CCOC(=O)N1CCc2c(sc3nc[nH]c(=O)c23)C1 | nt | -2.7% | 10.5% | 10.8% | -14.6% | -2.4% | -0.9% | -10.9%
CCOC(=O)C1CCC2(CC1)C(C#N)=C(N)Oc1n[nH]c(C)c12 (stereo unspecified) | -1.0% | -1.9% | 2.9% | 5.6% | -22.8% | -4.4% | 4.5% | -2.0%
C/C(=N\NC(=S)NCc1ccccc1)c1ccccc1 | -3.4% | -1.4% | -5.3% | 11.9% | -24.8% | 0.2% | 0.9% | i
CCOc1ccc(CN2CCN(Cc3cccc4nonc34)CC2CCO)cc1 (stereo unspecified) | nt | -2.2% | 1.4% | 1.5% | -3.5% | -2.2% | 0.5% | i
CC1=C(C(=O)OCC(Cl)(Cl)Cl)N2C(=O)C(NC(=O)Cc3ccccc3)C2SC1 (stereo unspecified) | 12.7% | 0.1% | ? | 26.9% | 1.4% | -0.1% | 0.4% | 6.1%
O=C(Cc1cccs1)NCc1ccco1 | 1.8% | 7.7% | nt | 2.4% | 0.0% | -1.4% | -9.1% | 1.3%
COc1ccc(CN(C)C(=O)COC(=O)c2c(-c3ccccc3Cl)noc2C)cc1 | -1.8% | -3.3% | 14.1% | 2.8% | -8.3% | -5.2% | nt | -8.0%
Cc1cc(C)c(C)c(S(=O)(=O)N2CCN(c3ccc(O)cc3)CC2)c1C | -7.7% | 7.8% | ? | -0.2% | ? | -1.1% | 4.3% | -8.7%
Cc1nnc(NC(=O)CSc2nc3ccccc3o2)s1 | 1.1% | 2.7% | -3.1% | 0.9% | 7.1% | -3.2% | 5.9% | i
Cc1ccc(Oc2ccc(Cl)cc2NC(=O)c2ccc(F)cc2F)cc1 | 5.5% | -4.6% | 10.8% | -137.6% | -9.2% | 0.0% | 3.9% | -3.7%
Cc1cc(=O)[nH]c(N2CCCC2)n1 | -14.0% | -4.8% | nt | 10.3% | 8.9% | -2.7% | 3.0% | -2.2%
C[C@H]1Cc2c(-c3ccccc3)nc3c(c2CO1)CN(S(=O)(=O)c1ccc(C#N)cc1)CC3 | nt | -3.5%[11.2 µM] | nt | -0.9%[14.2 µM] | nt | -7.9%[11.2 µM] | -1.5%[17.4 µM] | i[11.5 µM]
COc1cccc(NC(=O)C(OC(=O)c2ccc([N+](=O)[O-])o2)c2ccccc2)c1 (stereo unspecified) | 7.7% | -4.1% | -11.7% | 9.9% | 10.7% | 0.3% | 1.4% | -3.8%
COc1ccc(NC(=O)Nc2ncccc2C)cc1 | -3.7% | -1.3% | -6.2% | 3.0% | -13.1% | -7.6% | -4.4% | -5.6%
COc1cc(/C=C2\C(=O)N(c3ccccc3)N=C2C)ccc1Oc1ccc([N+](=O)[O-])cc1[N+](=O)[O-] | -6.4% | ? | -22.4% | 0.8% | -9.1% | -11.9% | -16.9% | -7.2%
COC/C=C/C1=CC2=CC(=O)C(C)(OC(=O)c3cnc4ccccc4n3)C(=O)C2=CN1c1ccc(OC)cc1 (stereo unspecified) | nt | -1.0%[11.2 µM] | nt | 11.5%[14.2 µM] | nt | -0.4%[11.2 µM] | -0.5%[17.4 µM] | i[11.5 µM]
COc1ccc(C(=O)C2CCCN(C(=O)CCc3scnc3C)C2)c(C)c1 (stereo unspecified) | 9.6% | ? | -23.3% | 3.2% | 14.2% | -4.9% | 1.1% | 0.4%
CC(=O)C1=C(O)C(=O)N(Cc2ccccc2)C1c1ccccc1F (stereo unspecified) | -4.7% | -5.7% | nt | 4.6% | 4.2% | -3.3% | -16.3% | 11.2%
Cn1c(=O)cc(OCCCC(=O)NCc2cccnc2)c2ccccc21 | 3.3% | -4.5% | nt | -2.7% | 8.4% | -4.1% | -8.5% | -11.7%
CC(=O)c1ccc(NC(=O)N2CCN(c3cccc(Cl)c3)CC2)cc1 | -13.5% | 3.9% | -8.5% | -0.8% | -0.3% | 0.3% | -5.4% | -8.5%
Nc1cc(S(=O)(=O)N2CCCCC2)ccc1Oc1ccccc1 | -5.6% | -1.9% | -11.4% | 14.4% | -2.1% | -2.1% | -10.8% | -1.0%
Cc1ccc2c(c1)N(C(C)C(=O)NCc1ccc3c(c1)OCO3)C(=O)CO2 (stereo unspecified) | nt | 0.4% | nt | 11.4% | 3.2% | -1.9% | 3.1% | i
Cc1ccccc1Cn1cc(NC(=O)COc2ccccc2)cn1 | -8.7% | 10.0% | -4.6% | 11.8% | 0.7% | 0.2% | -1.3% | 1.9%
COC(=O)c1cccc(-n2[nH]nnc2=S)c1 | -6.1% | nt | 3.0% | -15.8% | 5.3% | nt | -7.7% | -9.7%

# In the list so far, these have two or more sulfur atoms:
Structure | GAA inhib | TRb-SRC2 inh | L3MBTL1 inh | GoLoco inh red | GAA glycogen | TR SRC2 fluor cs | aGlu spleen mod | RECQ1 helicase
Cc1ccccc1CSc1nnc(NC(=O)Cc2cccs2)s1 | 2.4% | 12.8% | ? | 34.9%[activator] | -0.3% | -4.0% | -3.3% | 39.8µM*
CCS(=O)(=O)c1nc(S(=O)(=O)c2ccc(Cl)cc2)c(NCCOC)s1 | 5.5% | -6.8% | nt | -12.3% | -0.2% | -6.5% | 3.0% | -11.9%
Cc1nnc(NC(=O)CSc2nc3ccccc3o2)s1 | 1.1% | 2.7% | -3.1% | 0.9% | 7.1% | -3.2% | 5.9% | i

# From PubChem
